From PubChem BioAssay
Rev-RRE block = disrupts HIV-1 Rev binding to RRE RNA; AID 704; Rev peptide-RRE RNA binding, FRET; 97,000 compounds, 0.79% hits; inhibition, % at 8 µM;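 active = inhibition above the screen-wide mean plus 3 SD, cut at about 35% in these data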;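 also: 0% = median DMSO wells and 100% = median Neomycin B control wells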
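Assay system: labelled RRE RNA duplex and labelled Rev peptide / Medium: HEPES pH 7.5 salt buffer with EDTA / Reagent: labelled Rev peptide / Schedule: 5 + 15 min at 25 °C / Signal: FRET, excitation 480 nm, emission 540 nm donor and 671 nm acceptor / Benchmarks: DMSO and neomycin B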
CYP2C19 inh = blocks human cytochrome P450 2C19. P33261. CYP2C19 Supersomes, luciferin-H EGE luminescence, 30 min. inhibition, % at 5 µM. 96,000 compounds, 21% hits. AID 778;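 active = CYP2C19 inhibition above a set limit at 5 µM in the primary screen, cut at about 50% in these data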;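 also: plate controls were negative control wells for no effect and 2.5 mM tranylcypromine positive control for full effect; values of inactives mirror those of a sister screen read the other way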
CYP2C19 activ = increases human CYP2C19 enzyme activity; P33261; recombinant CYP2C19, luciferin-H EGE luminescence; active compounds read high; 0 = fully inhibited enzyme, 1 = untreated enzyme; activation factor at 5 µM; 96,000 tested, under 10 active; AID 1025;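 active = activation factor of at least 2 at 5 µM in the primary screen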;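 also: 0 = wells with 2.5 mM tranylcypromine and 1 = vehicle-only wells; values of inactives mirror those of a sister screen read the other way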
CYP2C9 inhib = blocks human cytochrome P450 2C9 | CYP2C9 Supersomes, luciferin-H conversion, luminescence | AID 777 | inhibition, % at 5 µM | P11712 | 96,000 compounds, 20% hits;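 active = blocking of liver enzyme CYP2C9 beyond about 50% at 5 µM, limit read from the data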; also: values of inactives mirror those of a sister screen read the other way
Target sequence (P11712 whole entry, looked up): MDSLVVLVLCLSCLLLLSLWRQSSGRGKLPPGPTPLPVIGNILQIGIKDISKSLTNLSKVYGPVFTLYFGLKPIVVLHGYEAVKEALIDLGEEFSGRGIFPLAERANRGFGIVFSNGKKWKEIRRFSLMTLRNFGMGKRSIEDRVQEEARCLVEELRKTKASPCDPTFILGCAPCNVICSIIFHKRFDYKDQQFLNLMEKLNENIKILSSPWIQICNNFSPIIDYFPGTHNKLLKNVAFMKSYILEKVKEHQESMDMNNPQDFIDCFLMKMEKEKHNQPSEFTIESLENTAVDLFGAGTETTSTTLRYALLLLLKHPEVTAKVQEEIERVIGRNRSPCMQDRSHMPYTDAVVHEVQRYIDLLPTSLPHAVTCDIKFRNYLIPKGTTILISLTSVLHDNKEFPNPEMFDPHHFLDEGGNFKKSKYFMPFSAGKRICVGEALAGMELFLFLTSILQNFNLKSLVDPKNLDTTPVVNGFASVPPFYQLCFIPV
EphB4 antag = EphB4-ephrin-B2 interaction antagonism; P54760; EphB4 LBD / TNYL-RAW-Alexa532 peptide, fluorescence polarization; inhibition, % at 7 µM; 97,000 compounds, 0.15% hits;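 active = inhibition above the screen-wide mean inhibition plus 3 SD, cut at about 15% in these data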;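 also: 0% = DMSO wells and 100% = excess unlabeled TNYL-RAW peptide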
PLK1 kinase inh = PLK1 (human) kinase inhibition; P53350; inhibition, % at 10 µM; recombinant PLK1 kinase, TR-FRET peptide phosphorylation; AID 619; 97,000 compounds, 0.53% hits;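 active = inhibition of 50% or more in the single-concentration screen; inactive = inhibition below 50%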;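 also: 0% = DMSO max control and 100% = H-89 dihydrochloride min control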
CYP2C9 activ = increases human cytochrome P450 2C9 activity; P11712; recombinant CYP2C9, luciferin-H conversion, luminescence; active compounds read high; factor 1 = untreated enzyme, 0 = blocked; activation factor at 5 µM; 96,000 compounds, 1.4% hits;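 active = activation factor of 2 or more for CYP2C9 at a 5 µM dose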;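 also: 0 = sulfaphenazole-blocked wells and 1 = vehicle-only wells; values of inactives mirror those of a sister screen read the other way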
PLK1 PBD inh = inhibitors of human Plk1 polo box domain binding | P53350 | Plk1 PBD phosphopeptide binding, fluorescence polarization | 97,000 compounds, 0.13% hits | inhibition, %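 (tested at about 20 µM)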 | AID 693; in the data active = inhibition above about 34%, passing the limit was not always enough
PLAP activator = human PLAP activation; P05187; purified PLAP enzyme, luminescent substrate read-out; active compounds read high; activation fold at 20 µM; 96,000 compounds, 1.2% hits; AID 696; in the data active = activation fold above about 2
Target sequence (P05187 whole entry, looked up): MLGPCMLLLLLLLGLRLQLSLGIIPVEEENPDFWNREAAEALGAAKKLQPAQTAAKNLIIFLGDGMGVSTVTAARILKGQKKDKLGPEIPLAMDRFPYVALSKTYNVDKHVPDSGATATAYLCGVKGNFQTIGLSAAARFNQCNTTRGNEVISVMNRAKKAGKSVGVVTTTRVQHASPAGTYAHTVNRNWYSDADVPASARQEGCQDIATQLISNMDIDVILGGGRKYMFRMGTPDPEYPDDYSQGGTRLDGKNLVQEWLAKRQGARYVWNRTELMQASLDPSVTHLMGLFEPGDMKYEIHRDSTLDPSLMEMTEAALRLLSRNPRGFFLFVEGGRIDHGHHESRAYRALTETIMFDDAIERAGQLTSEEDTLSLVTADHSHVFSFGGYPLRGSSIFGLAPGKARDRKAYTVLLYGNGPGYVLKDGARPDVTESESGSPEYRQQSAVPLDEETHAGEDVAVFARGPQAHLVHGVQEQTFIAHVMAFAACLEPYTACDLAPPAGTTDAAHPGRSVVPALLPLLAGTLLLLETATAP
Active calls of the source: *; x = no result given.

#	mol	Rev-RRE block	CYP2C19 inh	CYP2C19 activ	CYP2C9 inhib	EphB4 antag
1	CCc1ccccc1NC(=O)c1cnc2n(c1=O)CCS2	2.7	17.7	0.8	4.3	3.8
2	COc1ccccc1NS(=O)(=O)c1cccc(C(=O)NN)c1	7.8	97.3*	0	-19.1	2.2
3	CCSc1nc2c(c(=O)[nH]1)C(c1cccnc1)C(C(=O)OC(C)C)=C(C)N2 (stereo unspecified)	-0.4	x	x	x	-5.2
4	CC(C)(C)c1nc2scc(-c3ccc(Cl)cc3)c2c(=O)o1	8.6	6.3	0.9	22.0	-8.1
5	CCOC(=O)N1CCC(O)(c2cc(C)c(C)cc2C)CC1	-2.1	43.5	0.6	67.1*	-4.0
6	O=C(N/N=C/c1ccc(-c2ccccc2[N+](=O)[O-])o1)c1cccnc1	6.2	19.5	0.8	27.8	5.0
7	COC(=O)c1ccc(C(=O)OC)c(NC(=O)c2cc3ccccc3o2)c1	18.1	x	x	x	0.7
8	Cc1ccc(S(=O)(=O)N2CCCC2C(=O)NCc2ccco2)cc1 (stereo unspecified)	8.2	81.7*	0.2	-48.4	2.2
9	C/C(=N/NC(=O)CNc1ccc(C)cc1)c1ccc(Br)s1	-8.8	-1.3	1	-0.5	-8.6
10	Cc1cc2ccccc2n1CCNC(=O)COc1ccccc1	x	94.1*	0.1	37.5	x
11	CCOc1cc(/C=N\NC(=O)Cc2ccccc2)ccc1OCC(=O)Nc1ccc(C)c(C)c1	2.6	-13.2	1.1	46.4	-5.8
12	CC12CC3CC(C)(C1)CC(CN1CCOCC1)(C3)C2	4.8	-10.0	1.1	-7.9	2.4
13	COC(=O)[C@H](CC(C)C)NC(=O)NC1CCCc2ccccc21 (stereo partly specified)	3.6	7.2	0.9	8.0	-1.2
14	CC1CCc2nn(CC(=O)NC3CCCC3)cc2C1 (stereo unspecified)	3.2	59.0*	0.4	28.6	0.6
15	COc1ccc(CN2CCCCC2c2cccnc2)c(OC)c1C (stereo unspecified)	-0.5	38.5	0.6	5.0	-3.7

#	PLK1 kinase inh	CYP2C9 activ	PLK1 PBD inh	PLAP activator
1	-7.4	1	-5.3	0.9
2	-6.8	1.2	-9.6	0.9
3	2.4	x	2.5	x
4	1.9	0.8	-14.0	0.8
5	18.1	0.3	4.9	1.3
6	-9.7	0.7	-26.5	1.5
7	-15.7	x	-23.6	x
8	-10.3	1.5	-5.7	1.6
9	-15.9	1	-6.1	1.2
10	-11.0	0.6	22.8	1.2
11	-11.0	0.5	-5.4	1
12	-11.2	1.1	-17.9	1.2
13	-11.1	0.9	-11.3	1
14	-23.3	0.7	-11.2	1.1
15	-1.2	0.9	15.4	1.4

Gathered by group, those above with nitrogen in an aromatic ring
#	mol	Rev-RRE block	CYP2C19 inh	CYP2C19 activ	CYP2C9 inhib	EphB4 antag
1	CCc1ccccc1NC(=O)c1cnc2n(c1=O)CCS2	2.7	17.7	0.8	4.3	3.8
3	CCSc1nc2c(c(=O)[nH]1)C(c1cccnc1)C(C(=O)OC(C)C)=C(C)N2 (stereo unspecified)	-0.4	x	x	x	-5.2
4	CC(C)(C)c1nc2scc(-c3ccc(Cl)cc3)c2c(=O)o1	8.6	6.3	0.9	22.0	-8.1
6	O=C(N/N=C/c1ccc(-c2ccccc2[N+](=O)[O-])o1)c1cccnc1	6.2	19.5	0.8	27.8	5.0
10	Cc1cc2ccccc2n1CCNC(=O)COc1ccccc1	x	94.1*	0.1	37.5	x
14	CC1CCc2nn(CC(=O)NC3CCCC3)cc2C1 (stereo unspecified)	3.2	59.0*	0.4	28.6	0.6
15	COc1ccc(CN2CCCCC2c2cccnc2)c(OC)c1C (stereo unspecified)	-0.5	38.5	0.6	5.0	-3.7

#	PLK1 kinase inh	CYP2C9 activ	PLK1 PBD inh	PLAP activator
1	-7.4	1	-5.3	0.9
3	2.4	x	2.5	x
4	1.9	0.8	-14.0	0.8
6	-9.7	0.7	-26.5	1.5
10	-11.0	0.6	22.8	1.2
14	-23.3	0.7	-11.2	1.1
15	-1.2	0.9	15.4	1.4

Results in CYP2C9 inhib and PLK1 kinase inh, for 2 of the compounds above:
No. | Compound | CYP2C9 inhib | PLK1 kinase inh
9 | C/C(=N/NC(=O)CNc1ccc(C)cc1)c1ccc(Br)s1 | -0.5 | -15.9
10 | Cc1cc2ccccc2n1CCNC(=O)COc1ccccc1 | 37.5 | -11.0

Further structures:
#	mol	Rev-RRE block	CYP2C19 inh	CYP2C19 activ	CYP2C9 inhib	EphB4 antag
16	Cc1ccc2nc(-c3ccncc3)cc(-c3ccccc3)c2c1	6.5	17.0	0.8	36.1	4.5
17	O=S(=O)(Nc1cccc(C(F)(F)F)c1)c1cnc[nH]1	x	97.7*	0	100.0*	x
18	c1ccc(Cc2cc(-c3ccccc3)on2)cc1	8.7	x	x	x	5.4
19	COc1cccc(C2NC(=O)c3sc(=S)n(-c4ccccc4)c3N2)c1 (stereo unspecified)	6.3	56.9*	0.4	88.1*	0.1
20	CCOC(=O)C(C)n1cnc2c(nnn2-c2ccc(OC)cc2)c1=O (stereo unspecified)	-1.5	-5.4	1.1	12.0	0.6
21	Cc1onc(-c2c(F)cccc2Cl)c1C(=O)N1CCN(S(C)(=O)=O)CC1	7.8	-1.3	1	-22.0	5.9
22	O=C1c2ccccc2CCC12N=NCC2c1ccc(Br)cc1 (stereo unspecified)	15.0	98.7*	0	48.9	-4.9
23	CC(C)Cc1nnc(NC(=O)CCC(=O)N2CCN(c3ccccn3)CC2)s1	5.6	1.9	1	11.0	-6.2
24	Cc1cccn2c(=O)c(C=O)c(N3CCCCCC3)nc12	6.1	49.1	0.5	22.3	-0.5
25	COc1ccc(/C(O)=C2/C(=O)C(=O)N(CCN3CCOCC3)C2c2cccnc2)cc1OC (stereo unspecified)	7.4	x	x	x	0.8
26	Cc1cc(C)nc(NC(=O)C(c2ccccc2)c2ccccc2)n1	-0.1	20.7	0.8	70.7*	-2.2
27	CCN(CC)S(=O)(=O)c1ccc(Cl)c(C(=O)Oc2cccc(-c3cnc4ccccc4n3)c2)c1	5.6	17.3	0.8	46.2	-4.9
28	Cc1ccc(S(=O)(=O)N(C)/C(=N/S(=O)(=O)c2ccccc2)c2ccccc2)cc1	6.0	37.5	0.6	40.0	8.3
29	CC1(c2ccccc2)NC(=O)N(CC(=O)NC(=O)NC2CCCC2)C1=O (stereo unspecified)	4.4	52.6*	0.5	21.4	6.1
30	O=C(Cn1[nH]c(=O)c2ccccc2c1=O)N1CC=C(c2ccccc2)CC1	3.9	80.6*	0.2	67.1*	2.6

#	PLK1 kinase inh	CYP2C9 activ	PLK1 PBD inh	PLAP activator
16	-5.3	0.6	-9.2	0.9
17	x	0	x	0.9
18	-10.0	x	-4.9	x
19	-1.0	0.1	7.2	1.2
20	-9.6	0.9	-23.9	1.2
21	-9.1	1.2	-14.7	1.2
22	-11.6	0.5	-12.8	0.8
23	-10.3	0.9	-0.1	1.3
24	-3.4	0.8	-2.8	0.9
25	-2.9	x	-12.8	x
26	-3.0	0.3	-39.8	0.8
27	-25.6	0.5	-5.8	0.8
28	-11.3	0.6	23.0	1.1
29	2.9	0.8	-3.7	0.9
30	-48.4	0.3	34.5	0.8

Next section
#	mol	Rev-RRE block	CYP2C19 inh	CYP2C19 activ	CYP2C9 inhib	EphB4 antag
31	Cc1c(NC(=O)c2cc(=O)[nH]c(=O)[nH]2)c(=O)n(-c2ccccc2)n1C	7.3	-9.7	1.1	-17.6	-2.4
32	COc1ccc(NC(=O)c2cc(-c3ccccc3OC)on2)cc1	3.3	-11.0	1.1	-16.5	8.2
33	CCOC(=O)c1sc(N2C(=O)C(O)=C(C(=O)c3ccco3)C2c2ccccc2)nc1C (stereo unspecified)	13.2	x	x	x	-3.1
34	COc1ccccc1NC(=O)Nc1nnc(-c2ccco2)s1	7.8	22.4	0.8	18.0	9.5
35	CN(C)c1cc(O)c(C(=S)Nc2ccccc2)c(N(C)C)c1	0.7	79.3*	0.2	5.0	-0.1
36	Cc1ccc(NS(C)(=O)=O)c(C(=O)c2ccccc2)c1	7.8	69.9*	0.3	29.2	0.1
37	CCCCN(C(=O)NC(=O)Nc1cc(C)ccc1C)S(C)(=O)=O	12.9	34.9	0.7	55.8*	4.3
38	CCOC(=O)c1ccc(NC(=O)Cn2nnc(-c3ccc(F)cc3)n2)cc1	x	13.4	0.9	33.4	x
39	COc1ccc(C)cc1-n1c(SCC(=O)Nc2cc(C)on2)nc2sc(C)c(C)c2c1=O	6.2	4.1	1	9.6	-5.1
40	CCC(c1nnnn1Cc1ccccc1)N(Cc1cc2cc(OC)ccc2[nH]c1=O)CC1CCCO1 (stereo unspecified)	3.7	44.9	0.6	66.2*	-8.1
41	Cc1ccc(CNC(=O)CCS(=O)(=O)c2cc(Br)cc3c2N(C(=O)C2CC2)CC3)o1	x	48.0	0.5	88.6*	x
42	Cc1ccc(S(=O)(=O)Nc2nc(C)cc(-n3nc(C)cc3C)n2)cc1	0.1	22.0	0.8	29.1	-2.5
43	CC(C)C(=O)Nc1nnc(SCC(=O)N2c3ccccc3CC2C)s1 (stereo unspecified)	3.3	0.2	1	-12.9	8.1
44	Cc1cc(C)n2nc3nc(N4CCCC4)nc(-c4ccccc4)c3c2n1	x	0.2	1	4.5	x
45	O=C1C(c2ccc(F)cc2)N(Cc2ccc3c(c2)OCO3)C(=O)CN1C1CCCC1 (stereo unspecified)	4.9	13.3	0.9	23.7	-6.2

#	PLK1 kinase inh	CYP2C9 activ	PLK1 PBD inh	PLAP activator
31	-2.7	1.2	20.2	1.9
32	-15.2	1.2	1.4	1
33	-13.9	x	2.3	x
34	-2.7	0.8	-5.1	1.1
35	-14.3	0.9	12.5	0.7
36	-4.6	0.7	-1.6	1.4
37	-3.3	0.4	30.3	0.9
38	x	0.7	x	0.9
39	-14.6	0.9	-43.0	1.5
40	-9.3	0.3	-3.2	1.4
41	x	0.1	x	1.3
42	-8.8	0.7	-12.7	1.4
43	-10.0	1.1	23.1	1
44	x	1	x	1.5
45	-0.9	0.8	-18.0	0.9

Next part
#	mol	Rev-RRE block	CYP2C19 inh	CYP2C19 activ	CYP2C9 inhib	EphB4 antag
46	Cc1cc(NS(=O)(=O)c2ccc(NC(=O)COc3ccc(Cl)cc3)cc2)no1	-0.7	-9.6	1.1	11.2	-8.5
47	COc1ccc(CNC(=O)C(c2ccc(C)o2)N(Cc2cccs2)C(=O)Cc2cccs2)cc1 (stereo unspecified)	3.2	x	x	x	0.1
48	COc1ccccc1C(=O)N1CCN(c2cccc(C(F)(F)F)c2)CC1	2.2	92.4*	0.1	68.2*	-4.5
49	Cc1cc(OCCN2CCCCC2)nc2ccccc12	3.6	18.5	0.8	31.0	2.5

#	PLK1 kinase inh	CYP2C9 activ	PLK1 PBD inh	PLAP activator
46	1.3	0.9	-3.5	1.3
47	-7.5	x	-7.1	x
48	-24.0	0.3	3.7	1.5
49	-2.1	0.7	-2.2	1
